Neddyl block: inhibitors of human cullin neddylation | TR-FRET cullin neddylation, biochemical | calls only at 25 µM | 360,000 tested, 0.58% active | AID 651699; in the data active = inhibition above about 36%
MT1-MMP act inh: inhibitors of human MT1-MMP activation; HT1080 RFP-PRO-GFP cells, GFP/RFP ratio fluorescence, overnight; percent of plate control window, DMSO zero; GFP/RFP ratio change, % at 20 µM; 360,000 tested, 0.061% active; AID 651647;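 active = GFP/RFP ratio change of at least 30% with cell ATP level not reduced by more than half and red fluorescence within 50% of control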; also: strong numbers were not always called active
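Assay system: HT1080 RFP-PRO-GFP cells. Benchmarks: DMSO vehicle wells and RFP-L50D-GFP reporter cell wells. Times: overnight cell settling, then overnight compound exposure, 37 °C, 5% CO2. Compound: 20 µM single dose, 1% DMSO. Read-out basis: GFP/RFP fluorescence ratio.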
MsrA act: bovine methionine sulfoxide reductase A activation | purified bovine MsrA, absorbance read-out | activation, % at 10.6 µM | 360,000 tested, 0.3% active | AID 602163; in the data active = activation above about 7.5%;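 also: 0% = vehicle and 100% = reference activator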
MsrA inh: inhibitors of bovine MsrA. 360,000 tested, 0.75% active. purified bovine MsrA, absorbance read-out. inhibition, % at 15.5 µM. AID 651718; in the data active = inhibition above about 4.5%;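 also: 0% = vehicle wells with enzyme and 100% = reference inhibitor wells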
SKN-1 block: inhibitors of C. elegans SKN-1 | C. elegans VP596 Pgst-4::GFP/RFP ratio, acrylamide-induced, 24 h | inhibition, % at 21.8 µM | 360,000 tested, 0.49% active | AID 624304;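 active = interference check ratio from 0.5 to 1.5 plus GFP to RFP signal ratio inhibition reaching or exceeding a fixed threshold, cut at about 30% in these data, passing the limit was not always enough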; also: some compounds called inactive have numbers as strong as hits
Rin1 Abl inh: human Rin1-Abl interaction inhibition; TR-FRET Rin1/Abl binding, biochemical; inhibition, % at 7.35 µM; AID 588664; 360,000 tested, 0.4% active; in the data active = inhibition above about 5%, passing the limit was not always enough
E coli Lon inh: inhibits E. coli Lon protease. purified E. coli Lon protease, fluorescence polarization. inhibition, % at 7.94 µM. 360,000 tested, 0.42% active. AID 602123; in the data active = inhibition above about 13%, passing the limit was not always enough;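 also: 0% = enzyme with probe and DMSO and 100% = no enzyme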
CendR NRP1 mod: NRP-1/CendR interaction modulation; O14786; FAM-RPARPAR peptide binding to NRP-1, fluorescence polarization; inhibition, % at 25 µM; 360,000 tested, 0.85% active; AID 602438;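 active = inhibition or corrected inhibition above about 18%, plus a signal ratio from 0.5 to 1.5, limit read from the data, passing the limit was not always enough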; also: strong numbers were not always called active
Target sequence (O14786 whole entry, looked up): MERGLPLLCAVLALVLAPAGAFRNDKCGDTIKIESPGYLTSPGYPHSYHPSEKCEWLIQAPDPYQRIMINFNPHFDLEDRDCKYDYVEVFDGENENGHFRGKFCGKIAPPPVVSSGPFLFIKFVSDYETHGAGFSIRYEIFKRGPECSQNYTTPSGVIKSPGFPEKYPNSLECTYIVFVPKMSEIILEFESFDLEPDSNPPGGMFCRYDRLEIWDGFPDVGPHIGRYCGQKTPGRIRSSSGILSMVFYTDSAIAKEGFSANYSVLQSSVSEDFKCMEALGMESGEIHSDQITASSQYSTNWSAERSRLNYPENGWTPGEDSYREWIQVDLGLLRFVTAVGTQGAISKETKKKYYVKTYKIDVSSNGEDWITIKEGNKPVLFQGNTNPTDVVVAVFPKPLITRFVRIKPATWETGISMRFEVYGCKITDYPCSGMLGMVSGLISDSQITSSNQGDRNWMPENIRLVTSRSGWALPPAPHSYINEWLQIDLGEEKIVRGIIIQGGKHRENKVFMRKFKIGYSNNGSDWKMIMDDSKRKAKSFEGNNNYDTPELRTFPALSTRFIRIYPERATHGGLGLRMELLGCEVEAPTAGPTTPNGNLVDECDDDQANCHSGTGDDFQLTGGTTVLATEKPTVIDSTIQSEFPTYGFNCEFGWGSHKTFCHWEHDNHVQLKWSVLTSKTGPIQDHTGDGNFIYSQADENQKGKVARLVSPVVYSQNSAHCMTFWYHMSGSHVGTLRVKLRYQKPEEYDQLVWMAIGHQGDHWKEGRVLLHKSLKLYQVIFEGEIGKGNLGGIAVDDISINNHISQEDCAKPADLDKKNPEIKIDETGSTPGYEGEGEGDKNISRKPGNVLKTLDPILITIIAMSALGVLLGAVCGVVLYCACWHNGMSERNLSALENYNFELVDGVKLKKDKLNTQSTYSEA
FAS TE block: inhibitors of human fatty acid synthase thioesterase domain | 360,000 tested, 0.67% active | P49327 | recombinant FAS-TE, OMFH fluorogenic substrate, fluorescence endpoint | inhibition, % at 15 µM | AID 602261;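 active = compounds whose normalised, plate-corrected inhibition of enzyme fluorescence in the single-dose primary screen is 50% or more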;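 also: 0% = DMSO with enzyme and 100% = substrate without enzyme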
The depositor's hits bear a star; i = inactive; x = not tested or not shown; + = active, no number.

SMILES	Neddyl block	MT1-MMP act inh	MsrA act	MsrA inh	SKN-1 block	Rin1 Abl inh	E coli Lon inh	CendR NRP1 mod	FAS TE block
O=C1CCN(Cc2ccccc2)CCN1CCOc1ccccc1	i	-2.3	5.1	-0.8	0.5	4.3	-4.2	-4.8	-2.2
Nn1c(SCC(=O)N2CCCc3ccccc32)nnc1-c1ccccc1	i	-1.5	-3.5	-1.0	-7.8	-0.5	-1.6	-6.0	-5.1
O=C(N/C(=C\c1cccs1)C(=O)N1CCOCC1)c1cccs1	i	2.1	-9.0	2.7	3.7	-0.7	-5.1	-0.1	-2.5
Cc1ccc(CN(C(=O)Cn2nnc3ccccc32)C(C(=O)NCc2ccco2)c2ccc(C)o2)cc1 (centres undefined)	i	4.2	1.8	0.1	-3.6	2.5	-2.9	2.9	21.9
COc1cccc(N(CC(=O)NCCSc2ccc(Cl)cc2)S(C)(=O)=O)c1	i	-1.0	-2.7	-0.1	8.8	-5.6	2.6	-3.4	3.5
Cc1ccc(S(=O)(=O)NC(=O)Nc2c(C)cccc2C)cc1	i	2.3	3.6	0.5	10.2	1.5	1.4	3.4	-6.0
CC(=O)C1=C(C)Nc2ncnn2C1c1cccc(Br)c1 (centres undefined)	i	0.2	-9.7	0.1	8.4	0.9	1.4	2.5	-4.0
Cc1ccc2cn[nH]c2c1NC(N)=S	i	2.9	-0.8	0.8	14.1	1.0	-6.3	9.2	-13.0
O=C(Cc1ccccc1F)Nc1ccc(S(=O)(=O)Nc2ncccn2)cc1	i	0.6	-4.7	-0.1	7.9	-0.9	9.3	-6.3	-7.4
C=CCc1cc(Cl)ccc1OCCOCCNCCOC	i	-0.5	-4.8	2.7	-7.6	5.3	-1.1	-2.8	-8.9
CCCCCOc1ccc(Br)cc1/C(C)=N/NC1=NCCN1	i	-12.1	-0.1	-1.2	1.2	-1.0	-1.2	6.6	-176.1
CCC1CCC2(CC1)NNC(=S)NN2	i	5.2	3.1	0.3	-6.4	-2.5	-7.6	9.5	-7.9
COc1cccc(NC(=O)C(c2ccccc2)N2CCNC(=O)C2)c1 (centres undefined)	i	0.7	-0.7	x	-4.8	0.2	-10.9	-11.7	-7.2
CN(CC(=O)NCc1ccc2c(c1)OCO2)CC(=O)Nc1ccc(F)c(F)c1F	i	0.8	1.1	0.2	3.5	4.7	9.4	-5.2	-4.5
COc1ccc(Cc2nnc(NC(=O)c3ccc(Cl)c([N+](=O)[O-])c3)s2)cc1	i	1.1	2.1	1.1	0.1	0.3	3.6	-2.5	5.5
O=C(NCC1CCCO1)c1cccc(F)c1 (centres undefined)	i	3.9	0.2	0.8	8.3	1.1	-8.1	1.4	-6.3
CCCCN1C(Nc2ccccc2)=NC[C@@H]1Cc1ccccc1	i	7.6	-2.5	-0.9	16.5	-1.4	-7.3	-3.3	-12.7
Cc1ccc(C)c(N2C(=O)CC(Cc3ccc(Br)cc3)C2=O)c1 (centres undefined)	i	2.1	1.0	0.7	5.6	-5.5	-3.2	3.0	10.0
CC(Sc1ccc(Cl)cc1)C(=O)NNC(=O)c1ccncc1 (centres undefined)	i	0.0	-1.2	0.1	10.2	-0.8	-8.0	-11.3	-3.8
COC(=O)C1CCN(C(=O)COC(=O)CCc2nc3ccccc3c(=O)[nH]2)CC1	i	1.3	-6.6	0.7	3.6	-0.5	-6.3	-20.5	-8.8
N#C/C(=N\Nc1ccccc1F)c1nc(-c2ccccc2)cs1	i	-17.1	-6.3	0.6	-1.1	2.8	1.6	-24.1	18.2
CCOC(=O)c1ccc(NC(=S)NC2CC(C)(C)NC(C)(C)C2)cc1	i	-6.6	-1.8	-1.7	12.1	3.1	-2.0	-3.9	-8.6
O=C(CCCCCn1c(=S)[nH]c2ccc(N3CCOCC3)cc2c1=O)NCc1ccc2c(c1)OCO2	x	1.1	-3.0	-0.8	3.0	0.0	-2.5	-10.9	2.5
CCN1CCN(Cc2ccccc2NC(=O)Nc2ccc(C)cc2)CC1	i	-2.2	-3.8	0.3	21.8	-0.9	-1.2	-2.4	-5.4
Cc1ccc(C(=O)NC(=S)NNC(=O)c2ccccc2[N+](=O)[O-])cc1	i	11.4	4.0	0.1	33.7	0.7	-5.4	0.7	-5.9
COc1ccc(NC(=S)N(CCCN2CCCC2)Cc2cccn2Cc2ccc(Cl)cc2)cc1Cl	i	-2.0	0.1	-0.4	-7.2	-4.1	-2.8	9.7	31.2
O=C1CCC(C(=O)Nc2ccccc2)N1 (centres undefined)	i	1.8	-2.3	0.2	16.6	-3.0	-0.7	-4.2	-5.9
CCOCCCNC(=O)C(NC(=O)c1ccccc1O)c1ccc(Cl)cc1 (centres undefined)	+	-1.0	-0.7	x	3.6	-1.5	17.9*	-4.1	1.2
CCOCCCNC(=S)NCCNc1nc2ccc(C)cc2cc1C#N	x	8.5	-2.0	0.8	3.2	-1.3	-3.1	4.7	-8.7
N#Cc1c(-c2ccccc2)nc2n(c1=O)CCS2	i	4.1	-1.5	2.4	10.4	-0.5	-4.4	5.4	-6.4

Exported field by field: entries from further up
> N#C/C(=N\Nc1ccccc1F)c1nc(-c2ccccc2)cs1
  Neddyl block = i | MT1-MMP act inh = -17.1 | MsrA act = -6.3 | MsrA inh = 0.6 | SKN-1 block = -1.1 | Rin1 Abl inh = 2.8 | E coli Lon inh = 1.6 | CendR NRP1 mod = -24.1 | FAS TE block = 18.2

> CCOC(=O)c1ccc(NC(=S)NC2CC(C)(C)NC(C)(C)C2)cc1
  Neddyl block = i | MT1-MMP act inh = -6.6 | MsrA act = -1.8 | MsrA inh = -1.7 | SKN-1 block = 12.1 | Rin1 Abl inh = 3.1 | E coli Lon inh = -2.0 | CendR NRP1 mod = -3.9 | FAS TE block = -8.6

> O=C(CCCCCn1c(=S)[nH]c2ccc(N3CCOCC3)cc2c1=O)NCc1ccc2c(c1)OCO2
  Neddyl block = x | MT1-MMP act inh = 1.1 | MsrA act = -3.0 | MsrA inh = -0.8 | SKN-1 block = 3.0 | Rin1 Abl inh = 0.0 | E coli Lon inh = -2.5 | CendR NRP1 mod = -10.9 | FAS TE block = 2.5

Profiles, looked up by structure. Values in the order: Neddyl block, MT1-MMP act inh, MsrA act, MsrA inh, SKN-1 block, Rin1 Abl inh, E coli Lon inh, CendR NRP1 mod, FAS TE block
Listed for Cc1ccc(C(=O)NC(=S)NNC(=O)c2ccccc2[N+](=O)[O-])cc1 = i, 11.4, 4.0, 0.1, 33.7, 0.7, -5.4, 0.7, -5.9
Listed for COC(=O)C1CCN(C(=O)COC(=O)CCc2nc3ccccc3c(=O)[nH]2)CC1 = i, 1.3, -6.6, 0.7, 3.6, -0.5, -6.3, -20.5, -8.8

Following part
SMILES	Neddyl block	MT1-MMP act inh	MsrA act	MsrA inh	SKN-1 block	Rin1 Abl inh	E coli Lon inh	CendR NRP1 mod	FAS TE block
COc1ccc(S(=O)(=O)NCC2CCC(C(=O)NCc3cccnc3)CC2)cc1 (centres undefined)	i	1.9	-2.6	1.4	-11.5	-0.9	4.4	-11.5	-3.3
CN(C)c1ccc(/C(=N\O)c2ccccc2)cc1	i	4.9	-5.1	1.8	-1.7	-0.5	-4.1	2.3	-11.9
COc1ccc(CCn2nc(C)c([N+](=O)[O-])c2C)cc1	i	-1.3	-3.4	1.0	9.9	4.1	0.2	9.6	-3.2
CCc1nc2nc(C)c(NS(=O)(=O)c3ccc4c(c3)CCCC4)c(=O)n2[nH]1	i	-0.3	2.0	-0.5	-5.9	2.6	-0.8	-0.1	-6.7
COc1cc(C(=O)NCC(=O)N/N=C/c2cccc(OC(=O)c3ccco3)c2)cc(OC)c1OC	i	1.0	-1.2	-1.4	-0.2	0.3	-3.3	6.2	5.5
CC1=C(C(=O)OC(C)(C)C)C(c2ccc3ccccc3c2)NC(=O)N1C (centres undefined)	i	-6.1	2.1	-0.1	16.1	-2.9	0.4	16.4	8.5
O=C(/C=C/c1cccs1)NCc1cccnc1	i	6.0	-4.5	1.2	-7.5	-1.5	-6.5	-0.9	-10.6
COc1ccc(C(=O)Nc2c(N)nc(SCC(=O)Nc3ccc(NC(C)=O)cc3)[nH]c2=O)cc1	i	1.8	-9.0	0.4	-9.7	-0.4	-6.3	1.1	-3.0
CN1C(=O)c2ccccc2N(C)C1c1ccc2c(c1)OCO2 (centres undefined)	x	-1.1	-3.0	1.1	21.0	-1.7	-2.1	-13.6	-6.2
CC(=O)NS(=O)(=O)c1ccc(N/C(N)=N/c2nc(C)cc(C)n2)cc1	i	-1.7	0.1	0.2	1.0	2.5	11.1	-0.7	-8.0
Cc1c(C(=O)NCCN(C)C)n(C)c(=O)c2ccccc12	i	0.9	-3.3	0.1	-9.6	-1.5	3.4	5.9	-2.3
CCCCNC(=O)C1CCN(c2nc(C)cc(C)n2)CC1	i	0.0	-2.8	-0.2	-4.7	1.1	-1.0	-5.0	-3.5
Cc1ccc(S(=O)(=O)N(C)c2ccc(OCC(=O)OCc3nnc(-c4ccccc4)o3)cc2)cc1	i	2.8	-7.6	1.3	-7.4	1.3	5.4	-9.3	18.3
O=C(NC1CCCCC1)N(Cc1cc2cc3c(cc2[nH]c1=O)OCCO3)C1CCCCC1	i	-52.1	-6.8	2.1	-3.2	-1.4	-13.9	-7.7	28.7
CCOc1ccccc1CNC(=O)C1CCCN(c2ncnc3c2nc2n3CCCCC2)C1 (centres undefined)	i	-3.2	-1.3	x	12.3	3.7	2.6	3.2	-0.8
Cc1cc(=O)n2c(C)n[nH]c2n1	i	3.9	-1.2	-1.5	-12.5	-0.6	-3.2	3.3	-9.1
CCc1nnc(NC(=O)c2n[nH]c(=O)c3ccccc23)s1	i	2.3	-3.4	-0.2	-7.0	-3.6	-7.8	-5.2	-5.9
O=C(CCc1c[nH]c2ccccc12)N/N=C/c1ccc2c(c1)OCO2	i	-1.3	-12.2	1.7	3.8	0.8	-1.4	3.6	-0.4
Cc1ccc(NC(=S)Nc2cc(C(=O)O)ccc2N2CC3CC(C2)c2cccc(=O)n2C3)cc1C (centres undefined)	i	-5.7	-13.6	1.9	3.1	0.3	2.3	-6.4	-2.7
C=CCN(C(=O)c1csnn1)C(C(=O)NCc1ccc(F)cc1)c1cccs1 (centres undefined)	i	-0.2	0.0	-0.9	12.8	1.6	-3.6	1.7	2.7
O=C(NC(CC(=O)N1CCN(c2ccccc2O)CC1)c1ccccc1)c1ccccc1Cl (centres undefined)	i	-1.3	-7.7	-1.4	0.5	1.1	1.1	3.5	-3.0
CC(C)C[C@H]1CN([C@@H](Cc2ccccc2)CN2CCC[C@@H]2CN2C(=O)C(=O)NC[C@@H]2Cc2ccc(O)cc2)C(=O)C(=O)N1CC1CCCCCC1	i	2.8	-2.1	1.5	-8.4	2.7	-10.4	17.4	19.3
O=C(COc1ccc([N+](=O)[O-])cc1)NNC(=O)c1cccnc1	i	1.4	-9.7	0.3	-17.6	1.4	9.2	6.7	-3.4
Cc1cccc(C)c1NC(=O)CN(C)C(=O)Cc1cccc(C(F)(F)F)c1	i	2.4	-0.3	-0.4	12.9	0.7	0.3	10.2	-1.5
COc1ccc(C2N(S(=O)(=O)c3ccc(C)cc3)CCN2S(=O)(=O)c2ccc(C)cc2)cc1	i	3.5	-11.9	1.3	-0.7	-2.6	-0.2	5.5	24.6
CCOC(=O)CSc1nc2ccsc2c(=O)[nH]1	i	-3.2	-3.9	0.9	6.0	0.6	-4.5	6.8	-3.9
COc1ccc2nc3oc(C(=O)N4CCCCC4)cc3cc2c1	x	-1.9	-8.2	2.1	-22.4	-1.9	-2.4	-7.2	-3.6
Cc1onc(-c2c(Cl)cccc2Cl)c1CO/N=C(\C#N)c1c(Cl)cccc1Cl	i	0.4	-2.7	0.3	-1.7	-1.7	-7.4	7.3	31.9
COC(=O)/C=c1/sc2n(c1=O)CCN=2	i	-0.7	-2.2	-0.1	8.3	-5.7	-9.1	1.7	-6.6
COc1ccc(CN(CC(=O)NC2CCCC2)C(=O)CCC(=O)Nc2nccs2)cc1	i	-0.6	-1.5	-0.8	-7.7	6.9	-1.7	8.0	-4.6
C[C@H](CO)N1C[C@H](C)[C@@H](CN(C)S(=O)(=O)c2cccc(F)c2)OCc2cnnn2CCCC1=O	i	2.6	0.0	0.1	0.3	-1.8	7.4	-7.9	-12.0
